# Bioassay records from PubChem BioAssay.
# RXFP1 antagonist = blocks the human relaxin receptor RXFP1 | HEK293-RXFP1, relaxin-stimulated cAMP HTRF, 30 min; stronger effect = lower value | activity change, negative = inhibition, % at 57.5 µM | actives 0.59% (n = 350,000) | AID 1259400;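 active = activity change of -60% or lower, but not beyond a set lower limit; inconclusive = change between -60% and -40%, or beyond the set limit; inactive = change above -40%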; note: % is set by controls: 0 for no effect and ±100 for the full control effect
# Target sequence (Q9HBX9 whole entry, looked up): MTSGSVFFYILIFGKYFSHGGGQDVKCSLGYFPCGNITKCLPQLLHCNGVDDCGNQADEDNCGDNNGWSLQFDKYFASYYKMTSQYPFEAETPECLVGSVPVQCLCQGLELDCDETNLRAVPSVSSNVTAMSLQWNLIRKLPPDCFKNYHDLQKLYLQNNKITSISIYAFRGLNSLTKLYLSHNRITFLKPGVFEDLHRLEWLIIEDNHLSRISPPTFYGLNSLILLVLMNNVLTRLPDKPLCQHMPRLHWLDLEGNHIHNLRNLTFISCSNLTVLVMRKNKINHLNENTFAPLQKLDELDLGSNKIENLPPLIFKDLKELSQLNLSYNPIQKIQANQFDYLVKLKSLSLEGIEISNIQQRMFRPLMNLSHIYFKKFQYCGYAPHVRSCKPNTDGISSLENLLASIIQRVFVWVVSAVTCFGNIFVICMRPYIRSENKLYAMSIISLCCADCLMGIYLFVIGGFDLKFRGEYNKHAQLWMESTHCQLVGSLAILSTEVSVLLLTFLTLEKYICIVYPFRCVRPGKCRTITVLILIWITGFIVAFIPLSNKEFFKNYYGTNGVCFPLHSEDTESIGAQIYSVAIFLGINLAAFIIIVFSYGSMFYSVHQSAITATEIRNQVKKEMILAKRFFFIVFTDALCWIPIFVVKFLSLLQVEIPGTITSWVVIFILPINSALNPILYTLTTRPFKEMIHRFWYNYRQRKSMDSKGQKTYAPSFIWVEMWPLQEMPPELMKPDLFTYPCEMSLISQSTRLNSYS
# D1 ag = agonists of human D1 dopamine receptor; AID 504660; activation, % at 2 µM; actives 1% (n = 360,000); P21728; HEK293 T-REx D1 cells, calcium flux, agonist mode; in the data active = activation above about 30%; note: 0% is about no effect
#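 Inducible HEK293 T-REx D1 cells, force-coupled to calcium signalling, were plated at 4000 cells/well with tetracycline and held overnight at 30 C. After no-wash calcium dye loading, compound-evoked calcium rise over 180 s flagged agonists.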
# TRHR agonist = TRH receptor (human) agonism. P34981. TRHR cells, calcium flux fluo-8, FDSS agonist mode. activation, % at 2 µM. actives 0.18% (n = 360,000); in the data active = activation above about 30%; note: 0% is about no effect
#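 Fluo-8-loaded TRHR cells; 10 s baseline, compound added, kinetic Ca2+ fluorescence read 1/s, agonist mode.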
# RXFP1 agonist = agonists of human relaxin receptor RXFP1. Q9HBX9. HEK293T-RXFP1 cAMP TR-FRET, 30 min; response scale: percent of porcine relaxin response, buffer zero. Potency, µM (top dose mostly 57.5 µM), for inactives: at the highest dose activation, usual class: activators. actives 0.3% (n = 370,000); note: potency is the fitted concentration of half-maximal effect; % is set by controls: 0 for no effect and ±100 for the full control effect; nearly all actives have a fitted effect of over 60% in size; many of its hits are not listed in these tables
#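 HEK293 cells stably expressing RXFP1, treated 30 min at 37C with compounds plus PDE4 inhibitor Ro 20174; cAMP measured by HTRF TR-FRET. Normalized to buffer and 29 nM porcine relaxin; EC50 by Hill fit.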
# D1 antagonist = blocks dopamine activation of the human D1 receptor | P21728 | HEK293 TREx D1 cells, calcium flux, dopamine EC80; stronger effect = lower value | activity change, negative = inhibition, % at 10 µM | actives 3.2% (n = 360,000); in the data active = activity change below about -30%; note: % is set by controls: 0 for no effect and ±100 for the full control effect
#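 After overnight tetracycline induction at 30 C, force-coupled D1 HEK293 cells took up a no-wash calcium dye at room temperature. Compounds were added and monitored 180 s, and the response to EC80 dopamine was then recorded.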
# D1 potentiator = human D1 dopamine receptor positive modulation; AID 504651; actives 0.036% (n = 360,000); HEK293 TREx D1 cells, calcium flux, dopamine EC20 potentiation; potentiation, % at 10 µM; P21728; in the data active = potentiation above about 30%; note: 0% is about no effect
# TRHR PAM = TRH receptor (human) allosteric enhancement; P34981; TRHR cells, fluo-8 calcium fluorescence, EC20 TRH enhancement; enhancement, % at 2 µM; actives 0.66% (n = 360,000); AID 493056; in the data active = enhancement above about 30%; note: 0% is about no effect
#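 TRHR-expressing cells loaded with fluo-8 calcium dye were read kinetically (ex 480/em 530) during compound addition, then stimulated with an EC20 of TRH (10 nM final). Enhancement of the Gq-mediated intracellular calcium response was scored.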
# Apoferritin bind = binds horse apoferritin like a general anesthetic; apoferritin/1-aminoanthracene competitive binding, fluorescence; AID 485281; P02791; actives 0.074% (n = 350,000); Potency, µM (highest dose often 77.5 µM), for the others: at the highest dose activity change, negative = displacement, most hits filed as inhibitors; note: potency is the fitted concentration of half-maximal effect; % is set by controls: 0 for no effect and ±100 for the full control effect; nearly all actives have a fitted effect of over 20% in size
# Target sequence (P02791 2-175 limits assumed): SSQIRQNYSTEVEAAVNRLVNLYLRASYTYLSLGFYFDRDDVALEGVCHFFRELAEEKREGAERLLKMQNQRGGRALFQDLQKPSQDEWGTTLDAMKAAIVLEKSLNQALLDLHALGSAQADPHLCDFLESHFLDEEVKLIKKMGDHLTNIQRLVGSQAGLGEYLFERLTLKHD
#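 Horse-spleen apoferritin (10 uM) in 50% saturated 1-aminoanthracene in PBS was incubated 10 min at room temperature with compound. Fluorescence (ex 380, em 535 nm) was normalized to free and bound 1-AMA, with concentration-response fitted by a four-parameter Hill equation.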
# D2 PAM = D2 dopamine receptor (human) potentiation | P14416 | HEK293 T-REx D2, calcium flux, EC20 dopamine potentiation | actives 0.34% (n = 340,000) | potentiation, % at 10 µM;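 active = potentiation over 3 SD above the plate norm, cut at about 30% in these data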; note: 0% is about no effect
#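 Potentiation of an EC20 dopamine calcium response measured kinetically over 180 s, after a preceding 180 s compound-only read flagging agonists. Cells: inducible Hek293 Trex D2 line, 4000/well, cultured overnight at 30 C before dye loading.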
# * marks the source's active call; other numbers are inactive results; ? = inconclusive; / = not tested or not shown; [ ] = dose if it differs, or a comment. Unless noted, calls come from the whole dose curve; as a rule, active = well fitted curve in the direction sought with a large enough effect; inconclusive = small, poorly fitted or top-dose-only effect, or another doubt; inactive = no such curve, though single readings can be large; an effect the other way counts as inactive or inconclusive.
SMILES,RXFP1 antagonist,D1 ag,TRHR agonist,RXFP1 agonist,D1 antagonist,D1 potentiator,TRHR PAM,Apoferritin bind,D2 PAM
CCOC(=O)CCNC(=O)Nc1cc2nc(C)n(Cc3cccc(Cl)c3)c2nc1C,0.3,-0.6,-0.6,0.3%,-0.7,1.1,-2.2,-3.4%,2.6
COc1cc(C=O)ccc1OCCOc1ccccc1[N+](=O)[O-],19.1,5.5,1.1,5.7%,-37.3*,-4.0,13.9,-11.4%,3.4
CCCCOC(=O)C1CCCC(C(=O)OCCCC)N1 (configuration not stated),-6.2,-0.1,-0.5,1.7%,7.4,0.1,-2.4,-7.7%,-1.8
CCCCCn1c(=O)[nH]c2cc(C(=O)NCCCN3CCCCC3)ccc2c1=O,-2.6,-0.5,-0.1,0.0%,2.8,17.8,4.9,-6.0%,2.4
Cc1ccc2nc(SCC(=O)NCc3ccc(S(N)(=O)=O)cc3)[nH]c2c1,-1.8,13.8,-0.1,0.7%,14.6,-2.2,5.5,-3.0%,-3.8
CC(=O)Nc1ccc(NC(=O)COc2ccc(Br)cc2C)cc1,-4.7,5.7,0.1,-0.5%,-18.0,5.8,2.4,-0.3%,12.3
COCCCNS(=O)(=O)c1ccc(C)cc1,12.2,0.8,-1.1,-2.4%,-5.3,-2.3,3.6,-9.4%,-11.0
Nn1c(SCc2ccccc2)nnc1-c1ccccn1,3.9,3.1,0.1,1.6%,-3.1,-7.5,-2.6,?,2.1
COc1ccccc1NC(=O)Cn1cnc2c(cnn2-c2ccc(C)c(C)c2)c1=O,/,11.1,0.4,0.6%,-15.4,-8.8,-3.3,-22.1%,-2.1
COc1cccc2cc(C(=O)NCc3ccco3)c(=Nc3ccc(C(=O)O)cc3)oc12,-9.8,-0.2,-0.3,-0.4%,3.9,-1.9,21.4,0.6%,0.9
O=C(COC(=O)CNS(=O)(=O)c1cccc(F)c1)NCCc1ccccc1,-3.9,1.4,0.1,0.5%,-21.5,-1.6,0.3,/,10.3
COc1ccc(C(O)c2nccn2C)cc1 (configuration not stated),5.8,0.2,0.7,-3.3%,1.1,1.2,16.0,-8.5%,17.9
O=C(CN1CCN(S(=O)(=O)c2ccccc2)CC1)NC(=O)NCc1ccccc1,-5.1,2.8,0.7,2.6%,14.1,6.7,4.5,-2.1%,15.5
CC1CCC2(CC1)NC(=O)N(CC(=O)NC(C)c1ccc(F)c(F)c1)C2=O (configuration not stated),10.2,1.2,0.1,1.3%,-35.2*,-3.8,0.9,/,-3.2
COc1ccc2[nH]c(C(=O)O)c(NS(=O)(=O)c3ccc(Cl)s3)c2c1,-6.9,2.5,0.1,1.6%,3.7,0.7,3.7,-10.4%,-2.4
COc1cccc(-n2nnnc2SCC(=O)NC2CCCC2)c1,8.5,1.6,0.2,-0.2%,-6.9,-11.6,1.0,-7.0%,-7.4
CCCCn1c(SCC(=O)O)nc2ccccc21,-1.3,3.6,-2.1,0.4%,1.1,-0.8,4.8,2.3%,13.8
Cc1ccc(S(=O)(=O)N2CCCCC2)cc1NC(=O)Cn1ccc(C(F)(F)F)n1,-17.8,6.8,-0.1,-0.3%,2.2,-3.0,-9.4,-16.7%,12.5
Cc1ccc(Nc2nnc(SC(C)C(=O)NCC3CCCO3)s2)cc1C (configuration not stated),-6.1,0.0,0.8,-0.6%,-16.5,-5.2,-0.3,/,-10.4
O=[N+]([O-])c1ccccc1OCCCN1CCc2ccccc2C1,-20.1,1.6,0.0,2.7%,-26.2,-14.8,27.4,-16.3%,-9.4
CCOc1ccc(N(CC(=O)Nc2ccccc2C(=O)N2CCCC2)S(C)(=O)=O)cc1,18.8,0.5,0.0,0.7%,9.9,-5.7,8.6,-11.3%,9.7
CC1CCCCN1S(=O)(=O)c1cnc(Cl)c(Br)c1 (configuration not stated),/,2.9,-0.7,3.5%,-16.1,-6.0,-6.5,-2.8%,-0.2
Cc1ccc(CNC(=O)c2ccc(N3CCC4(CC3)CC(c3ccccc3)=NO4)c(NC(=O)c3ccc(Cl)c([N+](=O)[O-])c3)c2)cc1,/,2.1,0.4,0.1%,-4.3,4.5,1.1,/,5.6
CCOc1cccc(C(=O)N(Cc2ccc(F)cc2)Cc2ccco2)c1,?,4.3,-1.6,-1.8%,-17.6,-0.7,-4.6,6.6%,-4.9
O=C(Cn1c(-c2cccs2)cc2ccccc21)NCCCN1CCN(c2ccccc2F)CC1,-33.1,0.8,0.1,7.5%,-62.5*,-5.3,1.1,42.0%[activator],-21.7
CCN(CC)CCNC(=O)Cn1ncc2ccccc2c1=O,-37.0,0.3,0.7,0.3%,-3.4,-7.0,-0.8,-6.2%,-3.9
CNC(=S)N(CCc1c(C)[nH]c2ccc(Cl)cc12)Cc1cc(OC)c(OC)c(OC)c1,/,12.6,-0.6,1.7%,-19.4,-6.4,-1.3,1.8%,-6.2
Cc1[nH]n(-c2ccccc2)c(=O)c1C=Nc1cccc2cccnc12,0.5,0.6,0.0,-1.8%,4.1,-8.2,1.8,5.2%,1.6
O=C(O)c1cccc(Cn2c(Cl)c(/C=N/NC(=O)c3ccccc3)sc2=O)c1,-26.0,-1.9,-0.4,1.2%,-6.5,0.5,0.9,-8.7%,1.2
Cc1ccc(C(=O)N[C@@H](C)CN2C3=NC[C@H](C)N3C[C@H]2Cc2ccc(O)cc2)cc1Br,/,4.4,-0.4,-2.8%,-65.3*,-9.2,-0.1,-2.9%,0.9
Cc1cccc(OCc2nc3ccccc3c(=O)n2N)c1,-4.4,-1.9,0.8,0.3%,6.4,-1.8,-3.0,-11.4%,-14.6
CC(C)=CCN1CCN(CCCn2cccn2)CC1CCO (configuration not stated),-2.7,2.3,-1.6,-0.1%,-13.6,0.1,-2.6,-1.8%,-5.1
CCCC1C2C(=O)N(c3cccc(C)c3)C(=O)C2ON1c1ccccc1 (configuration not stated),0.2,1.7,0.1,-2.2%,3.3,-2.5,-4.4,4.5%,-6.0
Cn1nnnc1SCC(=O)NNC(=O)c1ccc(Br)cc1,6.8,2.7,-0.5,1.3%,-0.4,5.4,0.9,-2.8%,1.5
Cc1ccc(N(C(C)C(=O)Nc2cccc(N(C)S(C)(=O)=O)c2)S(C)(=O)=O)cc1 (configuration not stated),-13.4,0.8,-0.8,-3.4%,3.2,4.2,-8.4,-5.3%,-0.8
CC(=O)Nc1nnc(CSCc2ccc(F)cc2)s1,0.0,3.9,1.3,2.8%,-4.0,3.4,15.0,7.7%,-1.4

# Random excerpt: 6 entries already listed, in no set order.
SMILES,RXFP1 antagonist,D1 ag,TRHR agonist,RXFP1 agonist,D1 antagonist,D1 potentiator,TRHR PAM,Apoferritin bind,D2 PAM
Cc1ccc(S(=O)(=O)N2CCCCC2)cc1NC(=O)Cn1ccc(C(F)(F)F)n1,-17.8,6.8,-0.1,-0.3%,2.2,-3.0,-9.4,-16.7%,12.5
Cc1ccc(N(C(C)C(=O)Nc2cccc(N(C)S(C)(=O)=O)c2)S(C)(=O)=O)cc1 (configuration not stated),-13.4,0.8,-0.8,-3.4%,3.2,4.2,-8.4,-5.3%,-0.8
CNC(=S)N(CCc1c(C)[nH]c2ccc(Cl)cc12)Cc1cc(OC)c(OC)c(OC)c1,/,12.6,-0.6,1.7%,-19.4,-6.4,-1.3,1.8%,-6.2
O=C(O)c1cccc(Cn2c(Cl)c(/C=N/NC(=O)c3ccccc3)sc2=O)c1,-26.0,-1.9,-0.4,1.2%,-6.5,0.5,0.9,-8.7%,1.2
Cc1ccc(CNC(=O)c2ccc(N3CCC4(CC3)CC(c3ccccc3)=NO4)c(NC(=O)c3ccc(Cl)c([N+](=O)[O-])c3)c2)cc1,/,2.1,0.4,0.1%,-4.3,4.5,1.1,/,5.6
Nn1c(SCc2ccccc2)nnc1-c1ccccn1,3.9,3.1,0.1,1.6%,-3.1,-7.5,-2.6,?,2.1

# Going on with the list:
SMILES,RXFP1 antagonist,D1 ag,TRHR agonist,RXFP1 agonist,D1 antagonist,D1 potentiator,TRHR PAM,Apoferritin bind,D2 PAM
O=C(COC(=O)c1cc(Cl)ccc1O)Nc1ccc2c(c1)OCCO2,-15.5,1.4,-0.2,-1.1%,-9.2,-1.3,-4.4,/,-12.5
CCN(C(=O)CN1CCN(c2cccc(C(F)(F)F)c2)CC1)c1c(N)n(Cc2ccccc2)c(=O)[nH]c1=O,-7.8,4.3,0.0,1.4%,4.0,-1.8,-4.1,-11.1%,-3.0
COc1ccc(CNC(=O)CN(C(=O)CCC(=O)Nc2ccccn2)c2ccc3c(c2)OCO3)cc1,2.7,2.3,-0.8,1.2%,14.4,3.5,-0.8,-7.4%,0.2
Cc1ccc2c(c1)NCC(C(=O)NC1CCC(C)CC1)O2 (configuration not stated),/,-3.8,-0.5,-0.4%,-14.4,-3.0,5.4,-10.9%,0.3
CCn1cc(C(=O)OCC(=O)N2C(C)CCCC2C)c(=O)c2ccc(C)nc21 (configuration not stated),-18.8,-2.6,-0.6,0.5%,13.0,-0.7,-3.0,?,-15.7
O=C(O)COc1ccccc1/C=N/NC(=O)CSc1nnc(SCc2ccc(Cl)cc2)s1,-4.5,-0.1,0.2,1.8%,-2.6,6.8,1.9,?,4.3
COc1ccc(-c2nn(-c3ccccc3)cc2CNC(C)Cn2cncn2)c(F)c1 (configuration not stated),-9.2,0.9,0.3,0.8%,3.1,2.2,-1.9,-8.0%,-15.7
Cc1onc(-c2ccccc2Cl)c1C(=O)Nc1nc2c(s1)CCCC2,-5.6,2.5,2.0,3.6%,0.7,-8.3,-2.6,-1.3%,10.9
CC1CCC(NS(=O)(=O)c2ccc3c(c2)CC(=O)N3)CC1 (configuration not stated),11.9,5.8,0.5,0.9%,-1.8,11.6,5.9,-5.3%,1.9
O=C(O)Cn1nnc(-c2cccs2)n1,/,3.3,-0.4,1.9%,-16.3,-8.0,1.5,-6.7%,4.3
COc1ccc(NC(=O)N2CCC(C(=O)c3ccc4c(c3)OCCO4)CC2)cc1,-20.3,2.5,0.5,1.9%,-23.5,-6.8,5.1,2.6%,32.6*
CC(C)(c1ccccc1)c1ccc(OCC(O)CN2CCCC2)cc1 (configuration not stated),?,25.2,3.2,-1.9%,-24.4,-6.8,2.3,?,7.5
CCC(=O)NC(=S)Nc1ccc(NC(=O)COc2ccccc2)cc1,8.1,3.8,-0.6,1.3%,-21.4,-14.8,-3.5,2.4%,-9.0
CC(C)Sc1ncc(Cl)c(C(=O)Nc2ccc(S(=O)(=O)N3CCCCC3)cc2)n1,/,0.9,1.7,-0.8%,-6.3,4.5,-0.7,?,-15.1

# A portion of the library, so the mix of outcomes need not match the whole.
